# NR2E3 ag-1: activates human NR2E3 receptor. Q9Y5X4. inhibition of corepressor binding, % at 3.98 µM. AID 602229. CHO-S Gal4-NCOR/VP16-NR2E3 two-hybrid, luciferase. hit rate 0.35% among 360,000;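 active means inhibition above the mean of all tested compounds plus 3 SD, cut at about 70% in these data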;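 further: 0% = DMSO with NR2E3 transfected cells and 100% = cells lacking NR2E3 construct; higher means lower luciferase signal from less NR2E3 corepressor binding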
# Target sequence (Q9Y5X4 whole entry, looked up, the tested form may be a part): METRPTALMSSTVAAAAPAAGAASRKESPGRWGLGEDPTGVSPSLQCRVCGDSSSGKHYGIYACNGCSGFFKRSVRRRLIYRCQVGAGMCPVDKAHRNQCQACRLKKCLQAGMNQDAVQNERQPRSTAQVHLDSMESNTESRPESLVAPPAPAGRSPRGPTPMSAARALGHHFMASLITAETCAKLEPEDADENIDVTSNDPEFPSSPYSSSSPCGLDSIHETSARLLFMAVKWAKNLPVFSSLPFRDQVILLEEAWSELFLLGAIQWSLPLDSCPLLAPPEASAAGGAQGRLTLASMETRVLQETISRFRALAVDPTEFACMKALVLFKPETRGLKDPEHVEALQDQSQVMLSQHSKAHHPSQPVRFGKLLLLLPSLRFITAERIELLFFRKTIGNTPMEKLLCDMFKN
# TWEAK-Fn14 inh: TWEAK-Fn14 signaling inhibition. TWEAK-stimulated Fn14 reporter cells, luciferase luminescence, 8 h. inhibition, % at 10 µM. hit rate 2% among 360,000. AID 1159606; in the data active means inhibition above about 50%
# HIF-2a inh: HIF-2a inhibition | 786-0 RCC cells HIF-2a reporter, luciferase luminescence, overnight | inhibition, % at 18.8 µM | hit rate 0.72% among 360,000 | AID 624352;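 active means inhibition of the luminescence signal of 40% or more relative to plate controls, in a single-dose primary screen at 18.75 µM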
# Shn3 3UTR inh: inhibitors of Schnurri-3 3'UTR reporter in osteoblasts; Clone20 osteoblast Shn3 3'UTR firefly luciferase, 24 h; inhibition, % at 12.5 µM; hit rate 0.52% among 360,000; AID 588674;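 active means mean inhibition of at least 75% with every replicate also reaching 75%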;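 further: 0% = median of neutral control wells and 100% = pilot-screen positive control compound; some compounds past the cut are filed as inactive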
# Peg3 promoter: inhibitors of Peg3 promoter | HeLa PEG-Prom luciferase reporter, luminescence, overnight | inhibition, % at 20 µM | hit rate 1.7% among 360,000 | AID 588405;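 active means inhibition of at least 50% at 20 µM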
# CF NFkB inh: inhibitors of cystic fibrosis induced NF-kB; inhibition, % at 5 µM; hit rate 0.86% among 360,000; KKLEB NF-kB-GFP reporter, PAF-induced, GFP fluorescence overnight; AID 588850;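 active means at least 50% inhibition at 5 µM, scaled per plate between neutral and stimulator controls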;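 further: PAF is a Pseudomonas aeruginosa culture filtrate used as stimulus; plate controls were PAF-stimulated DMSO wells for no effect and unstimulated DMSO wells for full effect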
# hiPSC survival: enhancers of human iPSC single-cell survival; hit rate 0.044% among 360,000; hiPSC single-cell survival, ATPlite luminescence; 100% = ROCK inhibitor wells, 0% = DMSO; survival enhancement, % at 20 µM; AID 602274; in the data active means survival enhancement above about 18%;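 further: cells exposed to compounds for 16 hours before the ATP read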
# aDG glyco act: increases alpha dystroglycan glycosylation. hit rate 0.22% among 360,000. activation, % at 10 µM. Pro5-aDG cells, alpha-DG glycosylation AlphaScreen (IIH6); 0% Pro5, 100% B10-LARGE cell signal;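 active means activation of at least 8% versus controls, or a plate z-score of at least 8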;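 further: Pro5 are CHO cells carrying HIG-tagged alpha-DG that lacks glycosylation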
# NR2E3 ag-2: NR2E3 (human) agonism. Q9Y5X4. GST-NR2E3/biotin-RetCOR TR-FRET, 1536-well. inhibition of corepressor binding, % at 4.78 µM. hit rate 0.12% among 320,000. AID 2300;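 active means percent inhibition above the cutoff of mean plus 3 SD of all tested compounds, set per screening campaign, cut at about 20% in these data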;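 further: 0% = DMSO wells and 100% = biotin wells as full block of FRET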
#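 Material – GST-tagged NR2E3 plus biotinylated RetCOR corepressor · Quantity – NR2E3 fusion 1.35 nM · Times – 5 h incubation at 4 °C · Medium – pH 7.5 Tris-based buffer · Technique – TR-FRET, Eu(K)-anti-GST donor, streptavidin-D2 acceptor, ex 340, em 617/671 nm · Benchmarks – high control biotin, low control 0.6% DMSO · Format – 1536-well plates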
# MITF TRPM1 inh: inhibitors of MITF-driven TRPM1 promoter in melanoma cells. SK-MEL-5 TRPM1 promoter luciferase, 24 h. inhibition, % at 12.5 µM. hit rate 0.83% among 330,000. AID 488899;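 active means mean inhibition across replicates of 60% or more, whatever share of single replicates reaches that level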; further: values of inactives mirror those of a sister screen read the other way
# KKLEB tox: reduces viability of KKLEB cystic fibrosis airway cells; AID 602141; activity change (cytotoxicity), % at 5 µM; KKLEB CF airway cells viability, ATPlite luminescence, overnight; stronger effect = lower value; cells stimulated with P. aeruginosa culture filtrate; hit rate 0.36% among 360,000;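 active means corrected activity change at or below -50% at 5 µM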
# Numbers without * were called inactive; nt = not tested or not shown. Rows are unselected (roughly 4.4% active in at least one column).
SMILES,NR2E3 ag-1,TWEAK-Fn14 inh,HIF-2a inh,Shn3 3UTR inh,Peg3 promoter,CF NFkB inh,hiPSC survival,aDG glyco act,NR2E3 ag-2,MITF TRPM1 inh,KKLEB tox
O=S(=O)(NCC(c1ccccc1)N1CCC(O)CC1)c1ccc(Cl)cc1 (stereo not given),-19,-1,5,11,4,2,0.0,-0.2,-2,5,-7
Cc1ccccc1-n1nc2c(c1NC(=O)/C=C\c1ccc3c(c1)OCO3)CSC2,-23,-11,25,12,16,7,1.4,3.5,0,nt,15
O=C1C=CC(c2c[nH]c3ccccc23)CC1 (stereo not given),-1,8,18,nt,nt,nt,-1.1,0.3,nt,nt,nt
OCCC1CN(Cc2cccn2-c2cccnc2)CCN1CCc1ccccc1 (stereo not given),-2,-7,0,6,0,-10,0.3,0.0,1,6,3
CCCCNC(=S)NNC(=O)c1ccncc1,-55,-8,2,-19,12,7,-0.3,-0.3,0,12,-2
CCC(CO)Nc1ccn2nc(-c3ccccc3)cc2n1 (stereo not given),-120,-8,-269,-35,-392,-2,-1.1,0.2,nt,nt,-2
Cc1cccc(/C=C2\Sc3ccc(C(=O)N4CCCCC4)cc3N(C)C2=O)c1,-20,38,-7,-30,19,21,-0.6,0.1,-1,4,-17
CC(C)c1ccc(CN2CCN(C(=O)CSc3nnnn3C3CC3)CC2)cc1,14,27,2,20,0,-9,-0.4,1.2,6,4,1
CC1(C)NC(=O)N(CCCSc2ccc(Cl)cc2)C1=O,7,4,-8,0,-7,4,2.5,0.0,2,-14,-7
CN1CCc2cc3c(c4c2C1CC41CCC(=NO)CC1)OCO3 (stereo not given),8,10,13,-2,7,7,0.3,-0.3,-1,-11,-8
Cc1cc(Br)c(NC(=O)C(C)Sc2nnnn2C)c(Br)c1 (stereo not given),-14,-12,9,-4,4,-8,-1.9,0.0,5,1,-5
CCOC(=O)c1c(NC(=O)c2cccs2)sc(C)c1C,-14,-13,12,-1,8,-2,-1.7,0.2,5,0,-3
Cc1ccc(C(C)C)cc1OCCN1CCCC1,-18,17,15,16,-3,-5,8.6,0.1,0,2,4
CCCC(=O)Nc1ccc(NC(=S)NC(=O)c2cccs2)cc1,-10,-11,-35,-3,-26,-32,0.9,0.1,-1,11,6
CCN(c1ccccc1)S(=O)(=O)c1cccc(C(=O)OCc2nc3sc(C)c(C)c3c(=O)[nH]2)c1,24,-14,11,1,26,-8,-2.1,-0.2,3,-10,4
Cc1cc(Cn2nnc3ccccc32)c(O)c(C(C)(C)C)c1,80*,-17,-3,50,8,13,-0.8,0.6,2,-9,-23
O=C1OCCN1C(=O)[C@H]1[C@H](c2ccc(F)cc2)C(c2cccc(Cl)c2)=NN1c1ccc(Br)cc1,-23,9,-21,7,23,20,-0.3,1.1,nt,6,-5
Cc1cnc(NC(=O)c2ccc(-c3nc4ccccc4s3)o2)s1,-71,8,-138,-18,-83,-25,0.1,-0.2,1,-7,7
Cc1ccc2[nH]c(=O)c(COC(=O)c3ccccn3)cc2c1,5,-1,-2,6,-24,2,-2.3,0.1,4,-4,0
Cc1ccc(N(CC(=O)NC2CCCC2)C(=O)CNC(=O)c2cccs2)cc1C,-4,13,6,5,13,7,0.2,0.2,2,-2,3
Cc1cc2sc(NC(=O)c3ccco3)nc2cc1Cl,-108,35,-253,-54,-311,-10,0.2,0.1,0,-55,-2
COc1ccc(-n2nnnc2CNC(=O)c2c(-c3ccccc3Cl)noc2C)cc1,-32,10,9,-3,12,-10,-1.6,0.0,nt,nt,10
CC(CCc1ccccc1)NC(=O)CNC(=O)N1CC(=O)Nc2ccccc21 (stereo not given),-2,-1,6,-1,14,6,-0.1,-0.3,2,2,6
COc1ccc(CNC(=O)/C=C/[C@H]2O[C@@H](n3ccc(=O)[nH]c3=O)[C@H](O)[C@@H]2O)cc1,17,5,5,-11,1,-14,6.6,-0.1,nt,nt,4
COCCn1c(SCC(=O)NNC(=O)c2ccccc2)nc2ccccc2c1=O,-30,1,19,-18,1,-8,0.8,0.0,1,-7,-3
N#C/C(=C\c1ccc(F)c(F)c1)C(=O)NC1CCCCC1,15,36,28,2,8,52*,5.7,0.2,-1,3,-18
COC(=O)c1cc(Cl)c(NC(=O)c2cc(OC)c(OC)c(OC)c2)cc1OC,-15,-25,4,15,-2,1,2.4,0.3,2,6,-6
COc1cc(Cl)c(C)cc1NC(=O)CSc1nnc(CCC(=O)O)c(=O)[nH]1,-22,11,16,-1,1,-18,-1.7,0.3,5,6,11
CN1C(=S)SC(C)(C)C1NO (stereo not given),-20,-1,6,-15,7,-1,0.7,0.0,5,0,8
COc1ccnc(N2CCN(c3cccc(C(F)(F)F)c3)CC2)c1C#N,-18,-23,4,22,-1,12,-1.2,-0.1,1,-3,-5
O=C(CP(=O)(c1ccccc1)c1ccccc1)Nn1cnnc1,-25,12,12,-15,12,0,0.5,0.0,-1,-9,6
CCN(CC)c1ccc(S(=O)(=O)N2CCOCC2)cc1NC(=O)CN1CCN(Cc2ccccc2)CC1,8,-1,17,nt,19,9,0.3,-0.2,-1,1,5
CCOc1ccc(N(C(C)C(=O)NN=C2CCCCCCC2)S(C)(=O)=O)cc1 (stereo not given),12,0,20,-16,10,-14,-0.2,0.1,3,2,-9
O=S1(=O)CC(N2CCC(c3ccccc3)CC2)CN1Cc1ccccc1 (stereo not given),12,3,-10,2,-1,-9,-0.1,0.0,nt,nt,-7
COc1ccc(CC(=O)Nc2nc(C)cs2)cc1,-46,8,-32,-53,-12,-2,-0.7,-0.1,-1,-3,4
Cc1nc(C)c(C(=O)N/N=C/c2ccco2)s1,-23,16,12,10,8,8,1.2,0.3,3,-1,-9
Cc1ccc(C2N(c3nccs3)C(=O)C3CCCN32)cc1 (stereo not given),-12,-5,3,5,3,4,-0.9,-0.2,-1,0,-10
C/C(=N\N1CCN(c2ccccc2)CC1)c1ccco1,-3,-20,-59,-18,-28,1,3.7,0.3,-1,-14,2
Cc1ccc(NC(=O)C[n+]2cc(-c3ccccc3)n3c2CCC3)c(C)c1,-1,5,8,11,2,-19,-0.3,-0.2,-1,3,9
Cc1ccc(Cc2c(C)[nH]c(=S)[nH]c2=O)cc1,1,-1,22,1,12,-11,-0.7,0.0,4,-18,14
Cc1cccc(NC(=S)NN2CCN(C)CC2)c1,-23,8,-14,4,-15,0,0.4,1.2,-3,0,3
N[C@@H](CO)c1nnc([C@H](CCC(=O)O)NC(=O)C2CCNCC2)o1,-5,-2,-1,-14,-11,-1,-2.2,-0.1,2,8,2
N#Cc1c(NC(=O)CSc2ncnc3sccc23)oc(-c2ccco2)c1-c1ccco1,-36,3,8,-2,12,3,-2.1,-0.1,-5,9,3
O=C(COC(=O)c1ccco1)Nc1nc2ccc([N+](=O)[O-])cc2s1,-13,18,-11,-1,-3,4,-0.3,-0.2,-3,4,0
Cc1ccccc1CN1C(=O)c2ccccc2Sc2ccc(C(=O)NCCCN3CCOCC3)cc21,0,11,24,-1,26,23,-0.1,0.0,-3,18,15
Cc1ccc(S(=O)(=O)c2nc(-c3ccco3)oc2SCC(N)=O)cc1,-12,-2,7,14,7,6,0.1,0.1,-3,5,0
COc1ccc(CCNC(=O)c2cc(S(=O)(=O)N3CCOCC3)cn2C)cc1OC,-23,10,14,-5,2,0,2.1,3.2,3,nt,13
CCCCN1C(=O)/C(=C(/C#N)C(=O)N2CCCC2)c2ccccc21,-4,9,13,7,8,-15,-0.4,0.1,2,11,2
COc1ccc(CCN2C(=O)CC(C(N)=O)SC2=Nc2ccc(F)cc2)cc1OC (stereo not given),-4,-2,14,12,13,3,-0.6,-0.3,0,8,-8
NS(=O)(=O)c1ccc(-c2ccc(/C=N/NC(=O)c3ccc([N+](=O)[O-])cc3)o2)cc1,-7,4,2,4,2,5,0.8,0.0,1,6,-8
NNC(=O)c1cc(C2CC2)nc2ccc(Br)cc12,-58,2,11,-6,4,8,-0.2,-0.1,nt,-7,2
Cc1cc(Br)c(OCc2ccc(C(=O)N/N=C/c3ccc[nH]3)cc2)c(Br)c1,38,34,8,97*,100*,71*,-0.4,0.9,5,nt,-85*
COc1ccc(C2C3=C(NCCN=C3c3ccccc3)C(=O)N2c2ccccc2)c(OC)c1 (stereo not given),-18,5,11,-2,9,5,1.4,-0.2,0,-2,-3
COC(=O)C1Cc2c([nH]c3ccccc23)C(C)N1 (stereo not given),-7,-6,-1,-3,-6,0,3.4,0.5,2,4,-24
Cc1ccc(CN2CCSc3ccc(C(=O)N4CCN(c5ncccn5)CC4)cc32)cc1,-9,16,-13,62,22,4,-0.8,0.2,3,5,2
Cc1ccc(CN2CC(C(=O)Nc3ccc(F)c([N+](=O)[O-])c3)CC2=O)cc1 (stereo not given),8,8,21,15,16,2,-0.9,1.5,1,1,-2
COc1ccc(-n2ccnc2SCC(=O)Nc2ccc(OC)cc2OC)cc1,1,-15,1,6,6,-1,6.0,1.1,0,11,-4
CS(=O)(=O)N(Cc1ccccc1)c1ccc(C(=O)NN=C2CCCCCC2)cc1,-18,-7,10,16,-3,-7,-1.0,-0.4,-3,-8,5
S=C(N/N=C1\C2CN3CCN(C2)CC1(c1ccccc1)C3)Nc1ccccc1,-13,8,13,-2,5,8,-1.2,0.5,1,-3,-9
Cc1noc(C)c1C(=O)OCC(=O)Nc1ccccc1SCC#N,-3,2,-9,4,2,-13,3.3,-0.3,2,-1,4
# Continued.
SMILES,NR2E3 ag-1,TWEAK-Fn14 inh,HIF-2a inh,Shn3 3UTR inh,Peg3 promoter,CF NFkB inh,hiPSC survival,aDG glyco act,NR2E3 ag-2,MITF TRPM1 inh,KKLEB tox
COc1ccc(C(=O)NC2CCN(Cc3ccccc3)C2)cc1S(=O)(=O)N1CCOCC1 (stereo not given),-30,-2,14,12,1,7,-0.6,-0.2,-2,-1,6
COc1ccc(CNC(=O)CN(Cc2ccccc2Cl)C(=O)c2csnn2)cc1,-3,15,5,-4,13,-22,0.2,0.1,2,4,18
N=C1/C(=C\c2ccc(OC(=O)c3ccco3)cc2)C(=O)N=C2SC=NN12,13,23,4,-11,-1,-5,-1.8,1.4,nt,0,-2
COc1ccccc1C(CCNS(=O)(=O)c1ccc(C)cc1)c1ccco1 (stereo not given),24,23,26,24,26,6,1.3,-0.2,-2,16,2
O=C(Cn1cnc2ccccc2c1=O)NCC(=O)N1CCOCC1,26,-10,12,14,-9,6,0.5,0.1,-2,9,6
C=CCNC(=O)CSc1nnc(-c2cccs2)o1,-5,8,-1,-10,-1,2,0.3,0.0,-2,-3,-3

# High-throughput results: PubChem, several laboratories
